Screens (PubChem)
IMPase inh: qHTS Assay for Identifying the Cell-Membrane Permeable IMPase Inhibitors | CHO-M1 cells, IP1 accumulation, HTRF TR-FRET ratio | inhibition (IP1 accumulation), % at 46.1 µM | 120,000 tested, under 10 active | AID 901, 2007; active = well fitted curve in the direction sought with a large enough effect in the signal ratio, not every such curve was filed as active; the % refers to the signal ratio;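 note: cells stimulated with carbachol in lithium chloride buffer; plate controls were DMSO basal wells for no effect and reference inhibitor wells for full effect; higher means more IMPase inhibition seen as more IP1 and lower FRET ratio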
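Measured: the HTRF emission ratio (665/620 nm) plus the 620 nm donor channel, each fitted to the Hill equation to give AC50. Cells were CHO-M1 given compounds up to 46 uM and a 30 min carbachol stimulation at 37C.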
PNC inhibitor: High Content Assay for Compounds that inhibit the Assembly of the Perinucleolar Compartment; PC3M PTB-GFP, PNC prevalence imaging, 16 h; hits give low values; 3.1% of 140,000 active; AID 2417, 2010; activity change (PNC), negative = inhibition, % at 10 µM;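 active = readout at or below -70, meaning at least 70% loss of cells showing the perinucleolar compartment, a nuclear body marking cancer cells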;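 note: plate controls were DMSO wells for no effect and camptothecin positive control wells for full effect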
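PC3M cells stably expressing PTB-GFP, 750–1000 cells/well, treated 16 h at 37 °C with compound (23 nl of library stock), in duplicate. After paraformaldehyde fixation and Hoechst stain, imaged at 20x; PNC prevalence scored by image analysis.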
12-hLO inh: qHTS Assay for Inhibitors of 12-hLO (12-human lipoxygenase) | Polyunsaturated fatty acid lipoxygenase ALOX12 (Homo sapiens), P18054 | purified 12-hLO, xylenol orange hydroperoxide absorbance | Potency, µM (top dose mostly 57.1 µM), without a hit: at the top dose activity change, negative = inhibition, most hits filed as inhibitors | 0.12% of 150,000 active | AID 1452, 2008; note: potency is the fitted concentration of half-maximal effect; nearly all actives have a fitted effect of over 55% in size; many of its hits are not listed in these tables
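Purified human 12hLO (150 nM), preincubated 15 min with compound, then 40 uM arachidonic acid for 30 min, room temperature, Hepes pH 7.0 with 0.01% Triton X-100. Hydroperoxide detected by ferrous iron/xylenol orange; 573/405 nm absorbance ratio gives reaction progress.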
ALOX15B inhib: qHTS Assay for Inhibitors of 15-hLO-2 (15-human lipoxygenase 2). purified 15hLO-2, xylenol orange hydroperoxide absorbance. 0.56% of 110,000 active. Potency, µM (highest dose often 57.1 µM), for the others: top-dose activity change, negative = inhibition, hits mostly inhibitors; note: potency is the fitted concentration of half-maximal effect; nearly all actives have a fitted effect of over 60% in size; many of its hits are not listed in these tables
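Read-out: hydroperoxide product oxidises ferrous iron, measured as xylenol orange complex via the 573-to-405 nm absorbance ratio after 30 min. Reaction: 50 nM enzyme, 15 min compound preincubation, 45 uM arachidonic acid, 90 min RT, Hepes pH 7.5 with Triton X-100.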
Starred values were filed as active, the others as inactive; . = not tested or not shown. Unless noted, calls come from the whole dose curve; as a rule, active = well fitted curve in the direction sought with a large enough effect; inconclusive = small, poorly fitted or top-dose-only effect, or another doubt; inactive = no such curve, though single readings can be large; an effect the other way counts as inactive or inconclusive. Unless noted, % is set by controls: 0 for no effect and ±100 for the full control effect. Some of the compounds tested; count on the stated rates, not on these rows.

SMILES	IMPase inh	PNC inhibitor	12-hLO inh	ALOX15B inhib
COc1cc2nc(COc3ccc(C#N)cc3)n(CC#N)c(=O)c2cc1OC	4	-18	-11%	3%
CC1(C)CC(=O)C(C2=NC(C)(C)Cc3ccccc32)=C(O)C1	-2	4	1%	0%
C=CCn1c(C)c(C(C)=O)c(SC)nc1=S	1	-84*	0%	-12%
COc1ccc(OCC(=O)O/N=C(\N)c2ccc(OC)c(OC)c2)cc1	.	-29	-4%	.
CC1(C)CC(NCc2ccc3c(c2)OCO3)CCO1 (stereo not drawn)	4	-26	-14%	3%

For reference, part of the list above.
SMILES	IMPase inh	PNC inhibitor	12-hLO inh	ALOX15B inhib
COc1cc2nc(COc3ccc(C#N)cc3)n(CC#N)c(=O)c2cc1OC	4	-18	-11%	3%
CC1(C)CC(=O)C(C2=NC(C)(C)Cc3ccccc32)=C(O)C1	-2	4	1%	0%

Looked up above.
C=CCn1c(C)c(C(C)=O)c(SC)nc1=S – ALOX15B inhib = -12%
CC1(C)CC(NCc2ccc3c(c2)OCO3)CCO1 (stereo not drawn) – PNC inhibitor = -26

Ordered by the number under 12-hLO inh (highest first): three of the compounds above.
SMILES	IMPase inh	PNC inhibitor	12-hLO inh	ALOX15B inhib
COc1ccc(OCC(=O)O/N=C(\N)c2ccc(OC)c(OC)c2)cc1	.	-29	-4%	.
COc1cc2nc(COc3ccc(C#N)cc3)n(CC#N)c(=O)c2cc1OC	4	-18	-11%	3%
CC1(C)CC(NCc2ccc3c(c2)OCO3)CCO1 (stereo not drawn)	4	-26	-14%	3%

Fetched one by one from above:
SMILES	IMPase inh	PNC inhibitor	12-hLO inh	ALOX15B inhib
CC1(C)CC(=O)C(C2=NC(C)(C)Cc3ccccc32)=C(O)C1	-2	4	1%	0%
COc1cc2nc(COc3ccc(C#N)cc3)n(CC#N)c(=O)c2cc1OC	4	-18	-11%	3%
